Bioassay records: PubChem, several laboratories
AID2073 – inhibitors of Mint1-CaV2.2 protein interaction, biochemical, HTRF (AID 2073). inhibition, % at 20 µM, or IC50 in µM where a hit was titrated. HTRF protein-protein interaction, Mint1-CaV2.2; higher % means a stronger effect. 290,000 tested, 0.19% active; in the data active means inhibition mostly above about 51%, no sharp cut-off; inconclusive means no clear call, values can overlap the other calls; inactive means mostly below about 53%; further: some results filed as inactive read as strong as hits
NTR1 agonist – agonists of NTR1, primary screen, imaging, U2OS cells, beta-arrestin-GFP, high content (AID 493036) | P30989 | NTR1-U2OS beta-arrestin-GFP spot imaging, agonist mode | activation, % at 20 µM | 330,000 tested, 0.17% active;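 active means activation at or above 40% of the spot to cytoplasm intensity ratio, with at least 20 cells analyzed; inconclusive means wells under 20 cells, flagged as cytotoxic or low count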;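 further: 0% = DMSO without peptide and 100% = 100 nM NTR1 peptide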
Target sequence (P30989 whole entry, looked up): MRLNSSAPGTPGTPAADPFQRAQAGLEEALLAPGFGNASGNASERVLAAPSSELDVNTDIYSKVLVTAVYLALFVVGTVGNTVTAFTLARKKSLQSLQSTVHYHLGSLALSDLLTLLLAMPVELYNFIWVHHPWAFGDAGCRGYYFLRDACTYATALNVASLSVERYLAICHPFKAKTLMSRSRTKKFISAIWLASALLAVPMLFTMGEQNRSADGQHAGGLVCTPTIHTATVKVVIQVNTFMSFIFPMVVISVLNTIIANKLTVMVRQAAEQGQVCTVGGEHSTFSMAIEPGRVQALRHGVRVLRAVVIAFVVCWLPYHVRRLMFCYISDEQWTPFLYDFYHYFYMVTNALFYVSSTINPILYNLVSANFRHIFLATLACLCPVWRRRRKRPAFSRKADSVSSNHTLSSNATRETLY
Large T inhibition – SV40 large T antigen inhibitors, biochemical (AID 1903); SV40 large T antigen ATPase/helicase inhibition assay; higher % means a stronger effect; 310,000 tested, 0.39% active; inhibition, % at 20 µM; hits with a dose series show IC50 in µM; in the data active means a potency from the dose series; inconclusive means inhibition mostly from about 32% at the one dose, without a potency; inactive means the rest, 99 in 100 with inhibition below about 32%; further: strong numbers were not always called active
Rac1 GTP hydrolysis – MgcRacGAP GTPase-activating activity inhibitors, confirmation, biochemical, ADP Hunter fluorescence | inhibition, % at 30 µM, or IC50 in µM where a hit was titrated | 340,000 tested, 0.6% active | MgcRacGAP-stimulated Rac1 GTP hydrolysis, ADP Hunter fluorescence; higher % means a stronger effect; GST-tagged Rac1 F28L mutant substrate;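 active means first-screen hits whose inhibition reached a set limit at any dose in the follow-up dose series; inconclusive means inhibition above the set first-screen limit but never retested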;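 further: fluorescence reports GDP produced by GAP-driven GTP hydrolysis; strong numbers were not always called active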
NS5 inhibitors – flavivirus cap methylation enzyme inhibition – biochemical, confirmation dose response, primary screen (AID 588689) | inhibition, % at 25 µM; hits with a dose series show IC50 in µM | Dengue-2 NS5 methyltransferase capping enzyme assay, biochemical; higher % means a stronger effect | 340,000 tested, 0.3% active; in the data active means a potency from the dose series; inconclusive means inhibition above about 29% without an active follow-up result
GPR55 antagonists – GPR55 antagonists blocking LPI-driven arrestin recruitment, primary screen, imaging, U2OS, beta-arrestin-GFP, LPI agonist (AID 2013) | U2OS GPR55 beta-arrestin-GFP translocation imaging, LPI antagonism; higher % means a stronger effect | inhibition, % at 10 µM, or IC50 in µM where a hit was titrated | 290,000 tested, 0.13% active;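 active means spots per cell inhibited over 60%, with over 100 cells counted and total cytoplasm intensity under 500,000; inconclusive means wells with under 100 cells, flagged as likely toxic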;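 further: U2OS cells stably carrying GPR55 and arrestin-GFP stimulated by 5 µM LPI near EC80; imaged beta-arrestin-GFP aggregate spots per cell after agonist stimulation; plate controls were LPI-stimulated DMSO wells for no effect and DMSO wells without LPI for full effect; some results filed as inactive read as strong as hits; confirmed hits need IC50 under 10 µM and bright autofluorescent wells are also inconclusive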
GPR35 arrestin U2OS – GPR35 antagonists blocking zaprinast-driven arrestin recruitment, primary screen, imaging, U2OS, beta-arrestin-GFP, zaprinast agonist (AID 2058); 290,000 tested, 0.052% active; U2OS GPR35 beta-arrestin-GFP translocation imaging, zaprinast antagonism; higher % means a stronger effect; one-dose inhibition, % at 10 µM; IC50 in µM for titrated hits;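 active means inhibition of at least 50% with at least 30 cells and total cytoplasm GFP at most 10,000,000; inconclusive means under 30 cells or total GFP of 10,000,000 plus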
GPR55 activation – selective activators of receptor GPR55 – imaging, U2OS cells, beta-arrestin-GFP redistribution, primary screen (AID 1961); 290,000 tested, 0.048% active; U2OS GPR55 beta-arrestin-GFP redistribution imaging; higher % means a stronger effect; activation, % at 10 µM; hits with a dose series show EC50 in µM;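 active means activation above 40% with more than 50 cells counted in the well; inconclusive means wells holding fewer than 50 cells, flagged as toxic or sparse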;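 further: U2OS osteosarcoma cells stably expressing GPR55 and beta-arrestin-GFP; plate controls were DMSO negative control for no effect and LPI positive control for full effect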
Yfh1-off respiration – enhancers of respiration in Yfh1-depleted yeast, dose response, Friedreich's ataxia, plus single-dose screen (AID 1465); S. cerevisiae Yfh1-off respiration, WST-1 reduction, 72 h; higher fold induction means a stronger effect; one-dose fold induction at 50 µM; EC50 in µM for titrated hits; 220,000 tested, 0.074% active;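 active means fold induction of absorbance versus untreated yeast above a set limit, then at least 30% activation at any dose in follow-up; inconclusive means repeats straddling the limit, or above it without dose testing; inactive means fold induction below the set limit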;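 further: activators that raise dye reduction in frataxin-depleted yeast; strong numbers were not always called active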
NTR1 agonist cell count 20 µM – also measured in NTR1 agonist; calls as there; cell count; measured here: cell count, cytotoxicity flag
NS5 inhibitors pilot replicate – also measured in NS5 inhibitors; calls as there; inhibition, %; measured here: pilot screen replicate inhibition
An asterisk follows results filed as active; i = inactive; ? = inconclusive; . = not tested or not shown.

SMILES | AID2073 | NTR1 agonist | NTR1 agonist cell count 20 µM | Large T inhibition | Rac1 GTP hydrolysis | NS5 inhibitors | GPR55 antagonists | GPR35 arrestin U2OS | GPR55 activation | Yfh1-off respiration | others
O=C(Nc1ccc2ccccc2c1)c1cccc([N+](=O)[O-])c1 | 7.2% | 3.8 | 60 | 24.5% | -12.8% | 0.0% | 11.7% | 1.4% | 0.0% | .
CCC(Sc1nc(=O)cc(N)n1-c1cccc(C)c1)C(=O)Nc1cc(C)on1 (stereo not drawn) | -2.9% | 0.7 | 65 | 3.0% | 3.4% | -4.1% | 17.4% | -6.3% | 0.2% | i
Cc1cc2ncn(-c3ncnc4sc(C)c(C)c34)c2cc1C | 7.8% | 1.7 | 34 | 3.6% | 6.7% | -5.5% | 10.3% | 2.0% | -0.2% | i
CC1=C(C(=O)OCc2ccccc2)C(c2cccc([N+](=O)[O-])c2)NC(=O)N1CCCCCC(=O)O (stereo not drawn) | 5.5% | 14.7 | 76 | 11.1% | 5.9% | 2.0% | 8.2% | -1.4% | 0.2% | i
CCOc1ncccc1C(=O)OCC(=O)c1cc(OC)ccc1OC | 2.1% | -0.8 | 49 | -0.2% | 9.8% | -9.1% | 7.9% | -17.5% | 0.8% | i
O=C(CSc1nc2c(c(=O)n1-c1ccccc1)SCC2)NCC1CCCO1 (stereo not drawn) | 0.8% | 1.0 | 52 | 20.9% | 1.7% | -5.4% | 3.8% | -4.9% | 0.3% | .
CCc1ccc2n(-c3ccc(OC)cc3)c([S-])c(C(=O)Nc3cc(C)cc(C)c3)[n+]2c1 | ? | 0.7 | 46 | 10.2% | 9.3% | 0.0% | 1.6% | 0.3% | -0.1% | i
CCOCC(=O)Nc1nnc(Cc2ccc(OC)c(OC)c2)s1 | -10.3% | 0.6 | 89 | 3.0% | 4.3% | -0.8% | -8.5% | -8.7% | -0.1% | i
Cc1cccc(NC(=O)[C@@H](CC(C)C)NC(=O)[C@@H]2Cc3ccccc3CN2)c1 | 2.7% | 0.6 | 67 | 23.8% | 1.5% | -4.4% | -3.4% | 4.6% | -0.1% | .
O=C(NCCOc1ccccc1)C(=O)NCC1CCCO1 (stereo not drawn) | -5.3% | 0.9 | 56 | -0.2% | 2.9% | -3.8% | 4.4% | -12.0% | -0.1% | i
Cc1nnsc1NC(=O)OCc1ccccc1Cl | 0.6% | 0.8 | 34 | 1.7% | 6.0% | 8.4% | 9.9% | 2.6% | -0.3% | i
COc1cc(NS(=O)(=O)c2ccc(NC(=O)c3ccc(F)cc3)cc2)ncn1 | 12.8% | 0.7 | 50 | 17.6% | -5.1% | -1.9% | -8.2% | 18.8% | 0.4% | .
CC(C)(C)N1CC(COc2ccccc2)OC1=O (stereo not drawn) | 0.3% | -0.7 | 86 | 8.7% | 4.4% | -4.7% | 12.8% | -8.2% | 1.0% | i | NS5 inhibitors pilot replicate=4.2
CC(=O)N1CCN(c2ccc(NC(=S)NC(=O)/C=C/c3ccccc3)cc2)CC1 | -6.6% | 0.0 | 62 | 10.1% | . | . | 4.1% | 3.4% | -0.1% | i
CC(=O)Nc1nc(C)nc(C)c1C(C)=O | 24.5% | 0.5 | 49 | -0.2% | 3.1% | 0.7% | 7.6% | 12.7% | 0.0% | i
CC(C)c1ccc(/C=N/N2CCN(c3ccccn3)CC2)cc1 | -12.6% | 4.7 | 57 | 5.0% | -15.4% | -4.6% | -13.5% | 7.5% | 0.1% | i
CCOC(=O)C1CCN(S(=O)(=O)c2cc(Cl)c(C)cc2OC)CC1 | 3.9% | -0.1 | 47 | -5.1% | 8.1% | 2.7% | 7.1% | -4.6% | -0.1% | i
O=C(Nc1ccc2[nH]ncc2c1)c1ccccc1Br | 12.3% | 0.7 | 66 | 29.3% | 7.3% | -10.4% | -4.6% | 8.1% | -0.1% | . | NS5 inhibitors pilot replicate=-5.8
NC(=O)CS(=O)(=O)c1nc2ccccc2n1CC(=O)N1CCCCC1 | 29.6% | 0.0 | 38 | 10.6% | 2.5% | 0.0% | 8.1% | -17.2% | 0.3% | i
O=c1ccc(-c2ccc(S(=O)(=O)Nc3cccc(F)c3)o2)n[nH]1 | 9.1% | -0.3 | 68 | 2.9% | -36.5% | -1.8% | -9.3% | -14.4% | 0.1% | .
CCN1C(=O)[C@H]2[C@@H](c3ccc(SC4CCCCC4)cc3)N3CCCC[C@@]3(C(=O)OC)[C@H]2C1=O | . | 0.7 | 93 | 24.1% | 4.8% | 4.0% | . | . | . | .
CCOC(=O)Cc1csc(NC(=O)c2cc(C)on2)n1 | 63.0% | 2.2 | 54 | 9.1% | 4.1% | -1.6% | 0.0% | -6.6% | -0.1% | .
CCSc1ccc(C(=O)Nc2cccc(C)n2)cc1[N+](=O)[O-] | -5.3% | 1.3 | 68 | 6.3% | -1.1% | 0.0% | -3.0% | -2.4% | 0.2% | i
Cc1cc2c(cc1C)N(CC(=O)N1CCCC1)C(=O)CC(c1ccccc1)=N2 | -8.6% | 0.0 | 58 | 3.0% | 4.3% | 6.1% | 5.9% | -5.7% | 0.2% | i
O=C(Nc1ccc(C(=O)N2CCOCC2)cc1)Nc1cccc2ccccc12 | 0.8% | 0.4 | 52 | -2.5% | 2.0% | -5.1% | 15.8% | -4.4% | 1.6% | i
O=S(=O)(c1ccc(F)cc1)N1CCN(c2ccccn2)CC1 | -3.9% | -1.0 | 98 | -2.0% | -1.4% | -3.7% | 4.0% | 1.8% | -0.2% | i
COc1ccc(N2C(=O)CSC2c2ccc3c(c2)OCO3)cc1 (stereo not drawn) | 0.8% | 0.5 | 91 | -2.7% | 3.1% | -9.5% | 15.6% | -6.1% | -0.1% | i | NS5 inhibitors pilot replicate=-3.5
C=CCOc1c(Cl)cc(CNn2cn[nH]c2=S)cc1OC | -0.4% | -1.0 | 36 | 7.2% | -2.8% | -5.4% | -10.9% | -26.5% | -0.1% | i
c1ccc(Cn2nnc3c(NCC4CCCO4)nc(C4CC4)nc32)cc1 (stereo not drawn) | -7.6% | 4.5 | 32 | 16.4% | 6.3% | -12.5% | 6.2% | -5.4% | -0.2% | i
O=C(O)COCc1nc2ccccc2[nH]1 | 7.9% | -1.1 | 82 | 2.6% | 1.5% | 0.0% | -12.6% | 15.8% | -0.2% | i | NS5 inhibitors pilot replicate=-2.4
CCOc1cc(CN2CCCCCC2)ccc1OC | 9.5% | -0.7 | 47 | 0.6% | 25.5% | -4.0% | -4.5% | 0.2% | -0.4% | .
CC(Oc1ccccc1)C(=O)Nc1ccc(C(N)=O)cc1 (stereo not drawn) | -4.8% | -0.7 | 64 | 2.6% | 7.4% | -0.8% | -5.2% | -3.3% | -0.2% | i
Cc1cc(NS(=O)(=O)c2ccc(NC(=O)CCCOc3ccc(Cl)cc3)cc2)no1 | 8.6% | -1.4 | 90 | 5.8% | 3.2% | -8.1% | 17.0% | 11.0% | 0.4% | i
Cc1ncc([N+](=O)[O-])n1Cc1ccc(Br)cc1 | 2.7% | 0.2 | 80 | 7.0% | 2.0% | 1.8% | -0.1% | -12.9% | -0.1% | i
COc1cccc(NC(=O)CSc2nc(C3CC3)nc3ccccc23)c1 | 7.5% | 3.9 | 44 | 4.9% | 4.8% | 0.8% | -6.1% | 5.4% | -0.3% | .
CCCn1c(=N)n(CC(=O)O)c2ccccc21 | . | -0.2 | 74 | -0.6% | 7.0% | -7.5% | . | . | . | i | NS5 inhibitors pilot replicate=-1.1
CCC1(C)CC(CC(=O)O)(c2ccccc2OC)CCO1 (stereo not drawn) | -5.4% | -1.6 | 59 | 0.2% | 12.3% | -1.4% | -2.1% | 24.2% | 0.2% | i
CCN1CCN(C(=O)c2ccc3c(Cl)c4c(nc3c2)CCCC4)CC1 | 8.4% | 1.4 | 54 | 7.2% | 7.8% | -1.0% | 9.1% | 1.8% | -0.1% | .
COc1ccc(/C=N/NC(=O)c2cccnc2)cc1COc1ccc([N+](=O)[O-])cc1 | 19.4% | 8.3 | 65 | 9.0% | 1.4% | -5.4% | 5.3% | -0.2% | 1.1% | i
O=C(Oc1ccc([N+](=O)[O-])cc1)c1cccnc1 | 5.8% | -1.6 | 67 | 6.9% | 2.8% | . | -3.8% | 4.2% | 0.2% | i
O=C(Cn1nnc(-c2ccccc2)n1)NNC(=O)c1ccc(Br)cc1 | -2.6% | 2.0 | 37 | 4.3% | 10.8% | -3.7% | 17.8% | -5.0% | -0.3% | i
CC(C)(C)NS(=O)(=O)c1ccc(NC(=S)NC(=O)C2CC2)cc1 | 7.8% | 2.3 | 42 | -2.3% | 1.2% | -5.2% | -7.6% | 1.0% | -0.2% | .
N#Cc1ccc(COC(=O)CC(NC(N)=O)c2ccc(Cl)cc2)cc1 (stereo not drawn) | 0.0% | -0.4 | 52 | 7.8% | 5.0% | -5.7% | 7.2% | 9.4% | -0.1% | .
Cc1ccccc1Cn1ccc(NC(=O)c2cnn3cccnc23)n1 | 7.8% | 2.2 | 60 | 31.2% | -1.9% | 2.7% | 1.7% | 3.3% | -0.1% | i
C[n+]1ccccc1/C=C/c1cc(Br)ccc1O | -0.1% | 0.6 | 33 | 25.9% | 9.0% | 0.7% | 8.9% | -3.2% | 0.6% | .
CCOc1c2ccc(C(=O)NCCc3cccs3)cc2nn1CC | 9.8% | 2.4 | 58 | -0.9% | 0.2% | -7.9% | -12.7% | -5.1% | 0.2% | i
CC(=O)c1cccc(NC(=S)NC2CCCCCCC2)c1 | -14.7% | 1.2 | 55 | 14.1% | 8.5% | -4.2% | -3.3% | 5.6% | -0.1% | .
CCn1c(=O)c2c3c(sc2n2cnnc12)CCC3 | -1.9% | 3.5 | 54 | 2.4% | 4.6% | -7.0% | -14.7% | 3.3% | -0.1% | i
O=C(NNc1ccc(Cl)cc1)c1sccc1Cl | 37.9% | 0.6 | 37 | 11.7% | 6.6% | 3.1% | 6.6% | -3.6% | 0.2% | i
CCN(CC)c1ccc(C(=O)NNC(=O)c2cccn2C)cc1 | . | 1.3 | 71 | 12.8% | 5.9% | -5.1% | . | . | . | .
